IDH1 R132H inh: qHTS for Inhibitors of mutant isocitrate dehydrogenase 1 (IDH1): qHTS | Isocitrate dehydrogenase [NADP] cytoplasmic (Homo sapiens), O75874 | actives 0.093% (n = 390,000) | AID 602179, 2012 | Potency, µM (series often up to 76.6 µM), inactives show top-dose activity change, negative = inhibition, hits mostly inhibitors | IDH1-R132H enzyme, NADPH consumption, diaphorase/resazurin fluorescence; note: potency is the fitted concentration of half-maximal effect; % is set by controls: 0 for no effect and ±100 for the full control effect; nearly all actives have a fitted effect of over 65% in size
Target sequence (O75874 whole entry R132H, stated change not applied): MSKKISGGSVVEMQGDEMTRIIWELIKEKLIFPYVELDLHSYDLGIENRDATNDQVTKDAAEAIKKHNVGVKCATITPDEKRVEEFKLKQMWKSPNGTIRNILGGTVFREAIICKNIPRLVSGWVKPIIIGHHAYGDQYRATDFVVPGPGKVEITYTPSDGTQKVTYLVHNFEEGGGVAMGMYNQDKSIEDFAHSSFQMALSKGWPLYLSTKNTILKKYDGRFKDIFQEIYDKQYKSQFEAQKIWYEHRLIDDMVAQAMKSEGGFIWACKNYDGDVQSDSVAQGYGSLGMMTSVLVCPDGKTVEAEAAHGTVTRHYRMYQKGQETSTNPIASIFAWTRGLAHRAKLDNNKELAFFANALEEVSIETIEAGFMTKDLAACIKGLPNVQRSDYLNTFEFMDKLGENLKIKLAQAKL
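IDH1-R132H (0.5 ug/mL) preincubated 30 min with compound, then NADPH (0.016 mM) and alpha-KG (2 mM) added; 80 min at RT, pH 7.5. Remaining NADPH coupled via diaphorase/resazurin to fluorescence (540/590 nm); concentration-response curves normalized to no-enzyme control.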
USP1-UAF1 inh: Inhibitors of USP1/UAF1: Primary Screen. Ubiquitin carboxyl-terminal hydrolase 1 (Homo sapiens), O94782. actives 0.23% (n = 390,000). Potency, µM (doses to about 57.1 µM), for inactives: at the top dose activity change, negative = inhibition, usual class: inhibitors. recombinant USP1/UAF1, Ub-Rhodamine cleavage fluorescence; note: potency is the fitted concentration of half-maximal effect; % is set by controls: 0 for no effect and ±100 for the full control effect; nearly all actives have a fitted effect of over 60% in size; inactives centre near -12
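High-throughput fluorogenic screen: 1nM USP1/UAF1 complex, Ub-Rho substrate 150nM final, 50mM HEPES pH 7.8 with 0.5mM EDTA, 0.1 mg/ml BSA, 1mM TCEP and 0.01% Tween-20.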
Vif-APOBEC3F blk: qHTS for Inhibitors of Vif-A3F Interactions: qHTS. HeLa A3F-eYFP + Vif (tagged APOBEC3F with the HIV-1 protein that degrades it), YFP fluorescence increase. Potency, µM (doses to about 46.1 µM), for the others: at the highest dose activity, negative = active. actives 0.2% (n = 390,000); note: potency is the fitted concentration of half-maximal effect; % of control where 0% means no effect; nearly all actives have a fitted effect of over 65% in size
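Fluorescence increase (Ex 488/Em 500-530) after overnight compound treatment at 37 deg C flags inhibition of Vif-driven A3F-eYFP loss in stable HeLa A3F-eYFP/Vif cells seeded overnight beforehand.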
LDHA inh: qHTS assay for inhibitors of human lactate dehydrogenase | L-lactate dehydrogenase A chain (Homo sapiens), P00338 | purified LDHA, NADH/diaphorase-resazurin fluorescence; stronger effect = lower value | activity change, % (values are at about 110 or 230 µM) | actives 0.15% (n = 480,000); in the data active = activity change below about -30%; inconclusive = mostly about -25% to -30%;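 note: plate controls were DMSO wells for no effect and wells without enzyme for full effect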
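Remaining NADH was detected by diaphorase (0.133 mg/mL) converting 37 µM resazurin to fluorescent resorufin, read at 0 and 20 minutes. The preceding 5-minute room-temperature reaction used 2 nM LDHA, 0.2 mM sodium pyruvate and 0.06 mM NADH at pH 7.4.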
RXFP1 agonist: qHTS Assay for Agonists of the Relaxin Receptor RXFP1; Potency, µM (series often up to 57.5 µM), inactives show at the top dose activation, most hits filed as activators; actives 0.3% (n = 370,000); Relaxin receptor 1 (Homo sapiens), Q9HBX9; HEK293T-RXFP1 cAMP TR-FRET, 30 min; response scale: percent of porcine relaxin response, buffer zero; note: potency is the fitted concentration of half-maximal effect; % is set by controls: 0 for no effect and ±100 for the full control effect; nearly all actives have a fitted effect of over 60% in size; many of its hits are not listed in these tables
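HEK293T cells stably expressing RXFP1 were pretreated with the PDE4 inhibitor Ro 20174, exposed to compounds for 30 min at 37C, lysed, and cAMP was read by TR-FRET. Data normalized to buffer (basal) and 29 nM porcine relaxin (100%).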
GRP78 ERSR act: qHTS for Inducers of the Endoplasmic Reticulum Stress Response (ERSR) in Human Glioma: qHTS; U87-MG GRP78 promoter luciferase reporter, 16 h; Potency, µM, inactives show at the highest dose activation, most hits filed as activators; actives 0.02% (n = 420,000); note: potency is the fitted concentration of half-maximal effect; series mostly up to about 76 µM; % of control where 0% means no effect; nearly all actives have a fitted effect of over 35% in size
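ERSR induction read as luciferase luminescence (Bright-Glo, 10 min at room temperature) in stably transfected human U87-MG glioma cells exposed to compounds for 16 h, using GRP78 as sensor.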
Vif-A3G inh: qHTS for Inhibitors of Vif-A3G Interactions: qHTS | DNA dC->dU-editing enzyme APOBEC-3G (Homo sapiens), Q9HC16 | HeLa A3G-eYFP + Vif (tagged APOBEC3G with the HIV-1 protein that degrades it), YFP fluorescence, overnight | Potency, µM (top dose mostly 46.1 µM), for the others: at the top dose activity, negative = active, most hits filed as inhibitors | actives 0.076% (n = 410,000);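 note: potency is the fitted concentration of half-maximal effect; % is set by controls: 0 for no effect and ±100 for the full control effect; nearly all actives have a fitted effect of over 60% in size; hits raise eYFP signal because A3G escapes Vif-driven loss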
Target sequence (Q9HC16 whole entry, looked up): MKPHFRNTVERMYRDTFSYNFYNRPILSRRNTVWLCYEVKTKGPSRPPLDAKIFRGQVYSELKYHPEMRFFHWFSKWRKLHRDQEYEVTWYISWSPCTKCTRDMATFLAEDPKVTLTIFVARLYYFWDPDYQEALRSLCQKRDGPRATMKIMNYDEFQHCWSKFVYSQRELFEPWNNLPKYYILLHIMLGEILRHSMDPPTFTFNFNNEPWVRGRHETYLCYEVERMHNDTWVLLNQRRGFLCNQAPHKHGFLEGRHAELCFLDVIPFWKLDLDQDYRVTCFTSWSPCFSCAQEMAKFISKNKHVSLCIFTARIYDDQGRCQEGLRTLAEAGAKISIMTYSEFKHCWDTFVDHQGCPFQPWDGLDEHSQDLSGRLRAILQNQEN
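Read-out is eYFP fluorescence (Ex 488/Em 500-530) from Vif-expressing HeLa A3G-eYFP cells; more signal means A3G escaped Vif-mediated degradation. Cells plated overnight, compound pinned in, incubated overnight at 37 deg C.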
PI4K2A inh: qHTS for small molecular inhibitors of PI4K2A; Phosphatidylinositol 4-kinase type 2-alpha (Homo sapiens), Q9BTU6; purified PI4K2A, ADP-Glo luminescence, 1 h; stronger effect = lower value; activity change, negative = inhibition, % at 76.9 µM; actives 0.13% (n = 420,000); in the data active = activity change below about -50%; inconclusive = mostly about -30% to -49%;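 note: -100% = wells without enzyme as full effect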
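In this quantitative HTS, ADP production by PI4K2A was quantified luminescently after 1 h at ambient temperature; 100 microM adenosine served as plate-quality control.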
TrxR1 substrate: qHTS Assay for Substrates of Mammalian Selenoprotein Thioredoxin Reductase 1 (TrxR1): qHTS | Thioredoxin reductase 1, cytoplasmic (Rattus norvegicus), O89049 | purified TrxR1 substrate turnover, NADPH consumption readout | Potency, µM (titrated, usually from 114 µM), without a hit: top-dose activity change, negative = substrate turnover | actives 0.01% (n = 390,000) | AID 588456, 2011; note: potency is the fitted concentration of half-maximal effect; % is set by controls: 0 for no effect and ±100 for the full control effect; nearly all actives have a fitted effect of over 50% in size
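Rat TrxR1, dispensed at 90 nM, was prereduced with 400 uM NADPH (final) for 5 min at ~22 deg C, then incubated with compound 15 min before 400 uM selenite. A first-read NADPH fluorescence drop versus no-compound background flagged substrates.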
Numbers without * were called inactive; ? = inconclusive; . = not tested or not shown; [ ] = dose if it differs, or a comment. Unless noted, calls come from the whole dose curve; as a rule, active = well fitted curve in the direction sought with a large enough effect; inconclusive = small, poorly fitted or top-dose-only effect, or another doubt; inactive = no such curve, though single readings can be large; an effect the other way counts as inactive or inconclusive. This is a subset, so the mix of outcomes need not match the whole.

SMILES	IDH1 R132H inh	USP1-UAF1 inh	Vif-APOBEC3F blk	LDHA inh	RXFP1 agonist	GRP78 ERSR act	Vif-A3G inh	PI4K2A inh	TrxR1 substrate
CCOC(=O)CC1CCCCN1C(=O)c1cc(COc2cccc3cnccc23)on1 (centres undefined)	4%	-24%	11%	1	0.5%	-4%	1%	11	57%[activator]
CC(C)c1cnc2c(c1SCC(=O)Nc1ccc(C(N)=O)cc1)c(=O)n(C)c(=O)n2C	-14%	3%	1%	-8	6.7%	-3%	-6%	-2	4%[57.1 µM]
CCOC(=O)C(NC(=O)CCl)(Nc1sc(C)c(CC)c1C#N)C(F)(F)F (centres undefined)	2%	-5%	-6%	4	0.2%	-4%	-17%	2	-6%
CCOc1ccc(-c2[nH]ncc2Oc2ccccc2OC)c(O)c1	-1%	-7%	-20%	-2	-1.8%	7%	-21%	0	-16%
CCOC(=O)c1c(NC(=O)CSc2n[nH]c(CNc3ccccc3)n2)sc(C)c1C	-3%	-11%	-3%	-7	-1.9%	-3%	1%	-6	4%[57.1 µM]
CCCCC[C@H](O)/C=C/[C@H]1CCC(=O)[C@@H]1CCCCCCC(=O)N1CCCCC1CO (some centres undefined)	0%	-1%	2%	-2	0.0%	-8%	-11%	1	4%
O=C(N/C(=C\c1ccc([N+](=O)[O-])cc1)C(=O)N1CCCCC1)c1ccccc1	5%	-12%	2%	0	0.7%	-6%	-3%	16	-9%[57.1 µM]
CCOC(=O)c1ccc(OCC2c3cc(OC)c(OC)cc3CCN2C(=O)c2ccc(S(=O)(=O)N3CCCC3)cc2)cc1 (centres undefined)	-6%	-13%	9%	3	1.1%	-1%	-5%	3	0%[57.1 µM]
COc1ccc(-n2c(=O)c3c4c(sc3n(CC(=O)Nc3cc(C)[nH]n3)c2=O)CCCC4)c(OC)c1	3%	0%	-23%	0	1.0%	-4%	-17%	-3	-4%
COc1ccc(NC(=O)CS(=O)CC(=O)NCC2OCCc3ccccc32)cc1 (centres undefined)	2%	-6%	-1%	-4	-0.1%	-5%	1%	-1	-8%
CCCOc1ccc(N2C(=O)C/C(=C\c3ccccc3)C2=O)cc1	-3%	-4%	6%	-6	-0.4%	8%	2%	-5	-5%
Cc1ccc(NC(=O)C2CCN(C(=O)c3cnn(-c4ccccc4)c3-n3cccc3)CC2)cc1C	-9%	-15%	-6%	-1	0.8%	-1%	3%	1	1%
COc1cc(OC)c(C2=NOC(C(=O)O)C2)cc1Cl (centres undefined)	1%	-10%	-3%	2	2.4%	-2%	-2%	2	1%
OCCN1CN=C(Nc2nc3ccccc3o2)NC1	6%	-10%	.	1	0.3%	1%	-1%	3	10%
CCCCOc1ccc(CSc2n[nH]c(C)n2)cc1	4%	-10%	-3%	-4	0.7%	7%	0%	-4	6%
COc1cc(-c2nnc(CSc3nnc4nc(C)cc(C)n34)o2)cc(OC)c1OC	8%	-7%	-10%	1	5.4%	2%	3%	-9	6%
Cc1cccc(Cn2c(CNC(=O)c3ccccc3)nc3ccccc32)c1	1%	-12%	-3%	-9	0.7%	-6%	-5%	-16	9%
COc1ccc(CN2CCN(S(=O)(=O)c3ccccc3)CC2)c(OC)c1OC	-2%	5%	-5%	-18	.	0%	0%	-2	2%[57.1 µM]
COCCOC(=O)c1c(C)n(C)c2ccc(OC(=O)C3CC3)cc12	-1%	2%	-7%	-5	0.9%	1%	-1%	-3	12%[57.1 µM]
C=CCn1c(=O)c2ccccc2n2c(SCC(=O)N3CCCc4ccccc43)nnc12	-4%	1%	-9%	-6	2.8%	3%	-2%	4	-5%
COc1ccc(Nc2ccc(C(N)=O)cc2[N+](=O)[O-])cc1	-2%	-10%	2%	-10	2.9%	-6%	2%	7	-2%[57.1 µM]
Nc1ccc(CNc2ncn[nH]2)cc1	-17%	-20%	0%	-3	0.0%	-5%	4%	-3	-4%
Cc1c(C)n(Cc2ccccc2)c2ncnc(NCCN(C)C)c12	6%	-13%	-6%	-8	1.3%	0%	1%	-2	2%[57.1 µM]
O=C(COC(=O)CNS(=O)(=O)c1ccc(Br)cc1Cl)NC1CCCC1	-2%	1%	-42%	-5	0.5%	-2%	0%	0	5%[57.1 µM]
O=C(NC1CCCCC1)C(c1ccco1)N(Cc1cccs1)C(=O)Cn1nnc2ccccc21 (centres undefined)	?	-15%	-11%	3	-0.3%	1%	-1%	5	13%
Cc1ccc(Cl)cc1N1CCN(CC(=O)Nc2ccc(CN3CCCCC3)cc2)CC1	2%	-13%	1%	-5	1.4%	-4%	-1%	-16	2%
CC(=O)OCCC(NS(=O)(=O)OCC(Cl)(Cl)Cl)c1ccccc1 (centres undefined)	2%	16%	0%	0	-1.4%	-4%	2%	3	-10%
CC(C)NCCCCOc1cccc(Br)c1	3%	4%	10%	-14	0.0%	-2%	0%	-1	2%[57.1 µM]
O=c1cc(N2CCN(c3ccc(F)cc3)CC2)[nH]c(=O)n1-c1ccc(Br)cc1	7%	-12%	-9%	1	0.1%	2%	5%	-4	0%[57.1 µM]
CC1(C(=O)O)CCCN1C(=O)c1cccc(OC(F)(F)F)c1 (centres undefined)	.	.	.	-8	.	-2%	-1%	-4	.
COC(=O)c1c(NC(=O)c2ccc(S(=O)(=O)N3CCOCC3)cc2)sc2c1CCN(C(C)C)C2	0%	-12%	-6%	-5	-1.0%	-3%	10%	-4	-6%
C[C@H]1CN=C(N(C)C)N1CCc1cccc(F)c1	-11%	-22%	1%	-9	1.2%	-3%	2%	-7	1%
CC(C1CCN(Cc2cn(C)nc2-c2cccc(Cl)c2)CC1)N1CCOCC1 (centres undefined)	3%	-18%	-8%	-1	0.4%	-2%	0%	1	2%
COc1cc(/C=C(/C#N)C(=O)Nc2ccc(Cl)cc2)ccc1Oc1nc(Cl)ncc1F	7%	-9%	-8%	0	-2.1%	-3%	1%	5	6%
CCCn1cnc2cc(NCc3ccc(OC)cc3OC)ccc21	-6%	12%	6%	21	-0.5%	-4%	0%	-2	11%
Cc1ccc(CCNC(=O)c2sc3nc4n(c(=O)c3c2C)CCC4)cc1	7%	-10%	-14%	-1	5.0%	3%	5%	10	0%[57.1 µM]
N#Cc1ccccc1Cn1c(=O)n(CCC(=O)NCc2ccco2)c(=O)c2ccccc21	-1%	-2%	-2%	-16	-0.4%	-3%	0%	2	-2%
COc1ccc(OCc2nc(C#N)c(N3CCN(c4ccc(OC)cc4)CC3)o2)cc1	-2%	?	-4%	1	1.1%	-4%	1%	1	-6%
CC(C)NS(=O)(=O)c1ccc(NC(=O)C(C)OC(=O)CCC2CCCC2)cc1 (centres undefined)	10%	-21%	3%	3	0.8%	-2%	5%	0	-3%
C[C@H]1CN([C@@H](C)CO)C(=O)c2cc(Br)cnc2O[C@H]1CN(C)C(=O)c1cnccn1	-14%	-5%	3%	-12	.	-4%	0%	3	.

Seven compounds drawn at random from those above:
SMILES	IDH1 R132H inh	USP1-UAF1 inh	Vif-APOBEC3F blk	LDHA inh	RXFP1 agonist	GRP78 ERSR act	Vif-A3G inh	PI4K2A inh	TrxR1 substrate
Nc1ccc(CNc2ncn[nH]2)cc1	-17%	-20%	0%	-3	0.0%	-5%	4%	-3	-4%
CC(C)NCCCCOc1cccc(Br)c1	3%	4%	10%	-14	0.0%	-2%	0%	-1	2%[57.1 µM]
O=C(NC1CCCCC1)C(c1ccco1)N(Cc1cccs1)C(=O)Cn1nnc2ccccc21 (centres undefined)	?	-15%	-11%	3	-0.3%	1%	-1%	5	13%
O=C(COC(=O)CNS(=O)(=O)c1ccc(Br)cc1Cl)NC1CCCC1	-2%	1%	-42%	-5	0.5%	-2%	0%	0	5%[57.1 µM]
COC(=O)c1c(NC(=O)c2ccc(S(=O)(=O)N3CCOCC3)cc2)sc2c1CCN(C(C)C)C2	0%	-12%	-6%	-5	-1.0%	-3%	10%	-4	-6%
CC1(C(=O)O)CCCN1C(=O)c1cccc(OC(F)(F)F)c1 (centres undefined)	.	.	.	-8	.	-2%	-1%	-4	.
Cc1ccc(Cl)cc1N1CCN(CC(=O)Nc2ccc(CN3CCCCC3)cc2)CC1	2%	-13%	1%	-5	1.4%	-4%	-1%	-16	2%
